High-throughput results from PubChem BioAssay.
SW480 rereplic – A quantitative high throughput screen for small molecules that induce DNA re-replication in SW480 colon adenocarcinoma cells; SW480 DNA re-replication, Hoechst DNA content imaging, 48 h; Potency, µM (series often up to 46.1 µM), for inactives: top-dose re-replication activation, hits mostly activators; actives 1.8% (n = 340,000); AID 624297, 2012; also: % of control where 0% means no effect; nearly all actives have a fitted effect of over 55% in size
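DNA re-replication was detected as more nuclei of elevated Hoechst intensity after 48 hr exposure to compound (23 nL pinned per well of 250 cells).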
MCF10A rerep – A quantitative high throughput screen for small molecules that induce DNA re-replication in MCF 10a normal breast cells; MCF 10A DNA re-replication, Hoechst nuclear intensity, 48 h; Potency, µM (doses to about 46.1 µM), without a hit: top-dose activity, positive = re-replication, hits mostly activators; actives 2.9% (n = 350,000); AID 624296, 2012; also: % of control where 0% means no effect; nearly all actives have a fitted effect of over 50% in size
* marks the source's active call; other numbers are inactive results; i = inactive; ? = inconclusive; [ ] = another dose, or the depositor's remark. Calls follow the shape of the dose curve; as a rule, active = well fitted activation curve with a large enough effect; inconclusive = small, poorly fitted or top-dose-only effect; inactive = no such curve, though single readings can be large or run the other way. Potency is read from the fitted curve at half-maximal effect. Some of the compounds tested. The share of hits here may be higher or lower than overall.

1. Cc1ccc(CN2CCc3c(OCC(=O)Nc4cccc(C)c4C)cccc3C2=O)cc1
2. CC1(C)O[C@H]2C[C@@H]3[C@H]4CCC5=CC(=O)CC[C@@]5(C)[C@]4(F)[C@@H](O)C[C@@]3(C)[C@@]2(C(=O)CCl)O1
3. COC(=O)CCC[N+](C)(C)C
4. CCCCC/C=C\C/C=C\CCCCCCCC(=O)O
5. CCCCC(CC)CNC(=O)/C=C/c1ccc(F)cc1 (stereo not given)
6. COc1ccc(C2CC(C(F)(F)F)n3nc(C(=O)Nc4c(C)n(C)n(-c5ccccc5)c4=O)c(Cl)c3N2)cc1 (stereo not given)
assay / entry | 1 | 2 | 3 | 4 | 5 | 6
SW480 rereplic | -2.8% | 0.7%[20.6 µM] | 1.7% | -5.8% | -1.5% | 0.8%
MCF10A rerep | 19.3% | 5.8%[20.6 µM] | -3.1% | ? | ? | ?

7. CC1(C)OC2CO[C@]3(COS(N)(=O)=O)OC(C)(C)OC3C2O1 (stereo not given in full)
8. Cc1ccc(CNC(=O)C2=CCN(S(=O)(=O)c3ccc(C)cc3)CC2)cc1
9. COc1cccc([C@H](O)Cn2cc(-c3ccc(CON=C(C)C)cc3)nn2)c1
10. CCN(CC)C(=S)S
11. CC1OC(OCC2OC(Oc3c(-c4ccc(OCCO)c(OCCO)c4)oc4cc(OCCO)cc(O)c4c3=O)C(O)C(O)C2O)[C@@H](O)C(O)C1O (stereo not given in full)
12. CC(=O)OC[C@H]1O[C@@H](O/N=C/[C@@H](C)[C@H](OCc2ccccc2)C(C)C)[C@H](OC(C)=O)[C@@H](OC(C)=O)[C@@H]1OC(C)=O
assay / entry | 7 | 8 | 9 | 10 | 11 | 12
SW480 rereplic | -9.6% | 10.3% | 9.4% | ? | -1.1% | 7.7%
MCF10A rerep | -2.1% | 8.4% | 4.4% | 6.1% | 6.1% | 1.4%

13. CN(C)CCCN1c2ccccc2C(C)(C)c2ccccc21
14. Cc1cccc(Nc2nc(N)nc(CC(=O)CSc3ccc(Cl)cc3)n2)c1
15. O=C1OC(CO)C(O)C(O)C1O (stereo not given)
16. COc1ccc(N2C(=O)[C@@H]3[C@H](C2=O)[C@H](C(=O)c2ccc(OC(C)=O)cc2)N2N=CC=C[C@@H]32)cc1
17. CCN(CC)[C@@H](C)CN1c2ccccc2Sc2ccccc21
18. CCOC(C)=O
assay / entry | 13 | 14 | 15 | 16 | 17 | 18
SW480 rereplic | ? | -0.3% | 2.9% | -5.2% | 18.2%[20.6 µM] | 2.6%
MCF10A rerep | ? | 4.3% | 5.9% | 22.7% | 11.2%[20.6 µM] | 7.8%

19. NCCCCC(NC(=O)C1CCCN1C(=O)C1CSSCC(N)C(=O)NC(Cc2ccc(O)cc2)C(=O)NC(Cc2ccccc2)C(=O)NC(CCC(N)=O)C(=O)NC(CC(N)=O)C(=O)N1)C(=O)NCC(N)=O (stereo not given)
20. CC1CCc2sc(C(=O)OC(C)C(=O)Nc3ncc(Cl)cc3Cl)cc2C1 (stereo not given)
21. C[C@H](CN1c2ccccc2Sc2cccnc21)N(C)C
22. COC(=O)C(Cc1ccccc1)NC(=O)C(N)CC(=O)O (stereo not given)
23. CC[C@H](CO)NCCN[C@@H](CC)CO
24. CC(C)Oc1ccc2c(=O)cc(-c3ccccc3)oc2c1
assay / entry | 19 | 20 | 21 | 22 | 23 | 24
SW480 rereplic | -9.9% | 0.4% | -3.7% | -1.3% | 4.6%[20.6 µM] | -6.7%
MCF10A rerep | 1.2% | 7.6% | 7.6% | 4.1% | -0.3%[20.6 µM] | 11.1%

25. COc1ccc2nc(Nc3nc(CSc4nnc(C)s4)cc(=O)[nH]3)nc(C)c2c1
26. COC(=O)c1ccc2c(c1)N(Cc1cc(C)ccc1C)C(=O)c1ccccc1S2=O (stereo not given)
27. C[C@@H](O)[C@@H]1C(=O)N2C(C(=O)O)=C([C@H]3CCCO3)S[C@H]12
28. COC(=O)[C@H](Cc1ccccc1)NC(=O)O[C@@H]1C(=O)c2cc(OC)ccc2O[C@H]1c1ccc(OC)c(Br)c1
29. NS(=O)(=O)c1ccc(NC(=S)N2CCN(S(=O)(=O)c3ccc(F)cc3)CC2)cc1
30. O=C(NC1CCCCC1)OCCN1CCN(Cc2ccccc2)CCC1=O
assay / entry | 25 | 26 | 27 | 28 | 29 | 30
SW480 rereplic | 0.8% | ? | 3.0% | ? | 2.4% | 9.0%
MCF10A rerep | -29.6% | 10.7% | 0.5% | 12.4% | ? | 0.2%

31. CC[C@@H]1C=C(C)C[C@H](C)C[C@H](OC)[C@H]2O[C@@](O)(C(=O)C(=O)N3CCCC[C@H]3C(=O)O[C@H](/C(C)=C/[C@@H]3CC[C@@H](O)[C@H](OC)C3)[C@H](C)[C@@H](O)CC1=O)[C@H](C)C[C@@H]2OC
32. CCCCCCCCCCCC[n+]1ccc2ccccc2c1
33. Cc1noc(C)c1CSc1ncnc2sc3c(c12)CCC(C)C3 (stereo not given)
34. CCC(C(=O)O)C1OC(C(C)C(O)C(C)C(=O)C(CC)C2OC3(C=CC(O)C4(CCC(C)(C5CCC(O)(CC)C(C)O5)O4)O3)C(C)CC2C)C(C)CC1C (stereo not given)
35. CCn1c(SCC(=O)N=Nc2c(O)[nH]c3ccccc23)nnc1-c1ccc(C(C)(C)C)cc1
36. CC(=O)[C@@]1(O)CC[C@H]2[C@H]3C[C@@H](C)C4=CC(=O)C=C[C@]4(C)[C@@]3(F)[C@@H](O)C[C@]21C
assay / entry | 31 | 32 | 33 | 34 | 35 | 36
SW480 rereplic | ? | ? | 2.1% | ? | 6.3% | -6.3%[20.6 µM]
MCF10A rerep | ? | 54.9% | -6.8% | ? | 23.0% | -4.6%[20.6 µM]

37. Cc1ccc(S(=O)(=O)N2CCC(C(=O)N[C@@H](C)C(=O)NC3CCS(=O)(=O)C3)CC2)cc1 (stereo not given in full)
38. NC(=O)CC[C@@H]1NC(=O)C(Cc2ccc(O)cc2)NC(=O)c2cc([N+](=O)[O-])cc(F)c2NCCC[C@@H](C(N)=O)NC1=O (stereo not given in full)
39. CN(C)C=Nc1c(I)cc(I)c(CCC(=O)O)c1I
40. COC(=O)[C@@]1(Cc2ccc(F)cc2)[C@H]2c3cc(C(=O)N4CCCC4)n(CCc4ccc(O)c(O)c4)c3C[C@H]2CN1C(=O)c1ccccc1
41. CC(=O)N[C@H](CC(C)C)C(=O)O
42. FC(F)(F)C(F)(F)C(F)(F)C(F)(F)C(F)(F)C(F)(F)F
assay / entry | 37 | 38 | 39 | 40 | 41 | 42
SW480 rereplic | -1.6% | 2.9% | -0.8% | 5.8% | -2.7% | -1.3%
MCF10A rerep | -31.7%[inhibitor] | 0.7% | 0.1% | 4.8% | 3.0% | -5.1%

43. CC(=O)c1cc2c(cc1NC(=O)CCC1CCCC1)OCO2
44. CCCCNC(=S)N(C)/N=C/c1sc(N2CCCCC2)nc1-c1cccs1
45. Clc1cc(Cl)cc(C2=NCCC(c3ccccc3)O2)c1 (stereo not given)
46. c1ccc2c(c1)CCC[C@@H]2C1=NCCN1
47. Cc1cc(C)cc(NC(=O)COc2ccc3c(C)c(Cc4ccccc4)c(=O)oc3c2)c1
48. Cc1cc(C)c2[nH]c(O)c(N=NC(=O)c3cc4c(s3)CCCC4)c2c1
assay / entry | 43 | 44 | 45 | 46 | 47 | 48
SW480 rereplic | 14.0% | -2.8% | 2.2% | -0.4% | -7.4% | 4.6%
MCF10A rerep | 32.2% | 2.9% | 1.6% | 0.7% | 2.3% | -1.6%

Record cards, from the list above. Screens in order: SW480 rereplic, MCF10A rerep
COc1ccc(N2C(=O)[C@@H]3[C@H](C2=O)[C@H](C(=O)c2ccc(OC(C)=O)cc2)N2N=CC=C[C@@H]32)cc1 across the screens: -5.2%, 22.7%
CCC(C(=O)O)C1OC(C(C)C(O)C(C)C(=O)C(CC)C2OC3(C=CC(O)C4(CCC(C)(C5CCC(O)(CC)C(C)O5)O4)O3)C(C)CC2C)C(C)CC1C (stereo not given) across the screens: ?, ?

Additional structures:
49. CCCCCCCCCCCCCCCCCCCCCC(=O)Nc1ccn([C@@H]2O[C@H](CO)[C@@H](O)[C@@H]2O)c(=O)n1
50. C=CCc1cccc([C@@H]2[C@@H](C)CC[C@H]3C(=O)N4[C@@H](c5cc(OC)c(OC)c(OC)c5)c5[nH]c6ccccc6c5C[C@H]4C(=O)N23)c1
51. C[C@H](Oc1ccccc1)C(=O)N[C@@H]1C(=O)N2[C@@H]1SC(C)(C)[C@@H]2C(=O)O
52. O=C(Nc1nc2ccccc2c2nc3ccccc3n12)c1ccc(F)cc1
53. C[C@@]12C=CC(=O)C=C1CCC1C3CC(O)[C@@](O)(C(=O)CO)[C@]3(C)CC(O)[C@]12F (stereo not given in full)
54. CCC(=O)OCC(=O)[C@@]1(OC(=O)CC)[C@H](C)C[C@@H]2[C@@H]3[C@H]([C@@H](O)C[C@@]21C)[C@]1(C)C=CC(=O)C=C1C[C@@H]3Cl
assay / entry | 49 | 50 | 51 | 52 | 53 | 54
SW480 rereplic | ? | ? | ? | -12.1% | -2.3% | -3.9%[20.6 µM]
MCF10A rerep | 7.8% | ? | 2.3%[20.6 µM] | -2.7% | -0.3% | 2.4%[20.6 µM]

55. O=C(N/N=C/c1ccc(N2CCCCC2)o1)C(O)(c1ccccc1)c1ccccc1
56. CCCCC/C(C=O)=C/c1ccccc1
57. Cc1ccc(/C=C/C(=O)NCc2ccco2)o1
58. O=C(Nc1ccccc1-c1nc2ccccc2[nH]1)c1sc2ccccc2c1Cl
59. CCOC(=S)SSC(=S)OCC
60. CCOC(=O)c1[nH]c2ccc(Br)cc2c1NC(=O)CCN1CCCC(C)C1 (stereo not given)
assay / entry | 55 | 56 | 57 | 58 | 59 | 60
SW480 rereplic | 5.1% | 2.4% | 0.2% | -3.8% | -5.0% | ?
MCF10A rerep | ? | 0.1% | 0.3% | 2.3% | -5.1% | ?

61. FC(F)OC(Cl)C(F)(F)F (stereo not given)
62. Cc1nc(NS(=O)(=O)c2ccc(N)cc2)nc(C)c1Br
63. C=C1CC2C3C=C(C)C4=CC(=O)CCC4(C)C3CCC2(C)[C@@]1(OC(C)=O)C(C)=O (stereo not given in full)
64. O=C(OCc1ccccc1)c1cccnc1
65. O=CCCCC=O
66. CCCCC(=O)OC1CCC2C3CCc4cc(O)ccc4C3CC[C@]12C (stereo not given in full)
assay / entry | 61 | 62 | 63 | 64 | 65 | 66
SW480 rereplic | 1.8% | -3.5% | -8.2% | 6.7% | -0.4% | 2.6%
MCF10A rerep | -1.9% | 1.9% | 9.8% | 2.5% | 22.9% | 18.8µM*

67. C=C1N[C@]2(C(=O)COC(C)=O)[C@@H](C[C@H]3[C@@H]4CCC5=CC(=O)C=C[C@]5(C)[C@H]4[C@@H](O)C[C@@]32C)O1
68. CCOC(=O)[C@@H](N)CS
69. CC(=O)[O][Al][O]C(C)=O
70. CN(C)/C=C1/C(=O)N(c2ccc([N+](=O)[O-])cc2)N=C1c1ccccc1
71. CC[C@H](C)[C@@H](NC(=O)O[C@@H]1C(=O)c2cc(Br)ccc2O[C@H]1c1ccc2c(c1)OCO2)C(=O)OC
72. CN(C)CCn1nnnc1SCC1=C(C(=O)O)N2C(=O)[C@@H](NC(=O)Cc3csc(N)n3)[C@@H]2SC1
assay / entry | 67 | 68 | 69 | 70 | 71 | 72
SW480 rereplic | -4.7% | -2.8% | i | 15.5% | 0.2% | -3.2%[20.6 µM]
MCF10A rerep | 0.0% | -2.6% | 1.2% | ? | 8.2% | 1.8%[20.6 µM]

73. C/C(CCN1CCc2nc(-c3ccccc3)c(-c3ccccc3)cc2C1)=N\O[C@@H](C)c1cn([C@H](CO)Cc2ccccc2)nn1
74. Cn1cc(C(=O)[C@@H]2CCc3[nH]cnc3C2)c2ccccc21
75. CCc1c(C)[nH]c2c1C(=O)[C@H](CN1CCOCC1)CC2
76. NCCO/C=C/[C@H](N)C(=O)O
77. CN1C(=O)C[C@H](c2ccccc2)C1=O
78. C=C1C(n2cnc3c(=O)[nH]c(N)nc32)C[C@H](O)[C@H]1CO (stereo not given in full)
assay / entry | 73 | 74 | 75 | 76 | 77 | 78
SW480 rereplic | ? | 0.1% | -12.3%[20.6 µM] | -7.7% | -2.1% | -7.6%
MCF10A rerep | ? | 11.8% | 0.7%[20.6 µM] | 3.9% | 2.3% | 1.0%

Taken from above:
NCCO/C=C/[C@H](N)C(=O)O in MCF10A rerep: 3.9%
C=C1C(n2cnc3c(=O)[nH]c(N)nc32)C[C@H](O)[C@H]1CO (stereo not given in full) in MCF10A rerep: 1.0%

Continued.
79. CC(=O)OC[C@H]1O[C@H](C/C=N/OC[C@@H](O)[C@H]2O[C@@H]3OC(C)(C)O[C@@H]3[C@H]2O)C=C[C@@H]1OC(C)=O
80. CC(NNC(=O)c1ccccc1)c1ccccc1 (stereo not given)
81. CO/N=C(/C(=O)N[C@@H]1C(=O)N2C(C(=O)O)=C(CSc3nc(C)c(CC(=O)O)s3)CS[C@H]12)c1csc(N)n1
82. FCOC(C(F)(F)F)C(F)(F)F
83. O=C(NCCc1c[nH]c2ccccc12)[C@@H]1C[C@H]1[C@@H](NP(=O)(c1ccccc1)c1ccccc1)c1ccccc1
assay / entry | 79 | 80 | 81 | 82 | 83
SW480 rereplic | -6.4% | 0.5% | -2.2% | 0.5% | ?
MCF10A rerep | 1.5% | -3.5% | -2.7% | 0.0% | 3.1%

3 entries out of the list above, ordered by the value under SW480 rereplic, falling.
no.	mol	SW480 rereplic
82	FCOC(C(F)(F)F)C(F)(F)F	0.5%
81	CO/N=C(/C(=O)N[C@@H]1C(=O)N2C(C(=O)O)=C(CSc3nc(C)c(CC(=O)O)s3)CS[C@H]12)c1csc(N)n1	-2.2%
79	CC(=O)OC[C@H]1O[C@H](C/C=N/OC[C@@H](O)[C@H]2O[C@@H]3OC(C)(C)O[C@@H]3[C@H]2O)C=C[C@@H]1OC(C)=O	-6.4%
